Screening data deposited in PubChem by National Center for Advancing Translational Sciences (NCATS).
SNCA expr inh – reduces expression of the alpha-synuclein gene. HEK-293 SNCA-luciferase knock-in, luminescence, 24 h. 0.17% of 140,000 active. Potency, µM (top dose mostly 57.2 µM), without a hit: top-dose activity change, negative = inhibition, usual class: inhibitors. AID 1671194;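 also: potency is read from the fitted curve at half-maximal effect; plate controls were DMSO cells for no effect and cell-free wells for full effect; nearly all actives have a fitted effect of over 45% in size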
HEK cytotox – kills HEK 293 cells; Potency, µM (series often up to 115 µM), inactives show top-dose activity change, negative = cytotoxicity, usual class: inhibitors; 6.6% of 94,000 active; HEK 293 viability, ATP luminescence (CellTiter-Glo), 48-72 h; AID 1345083; also: potency is read from the fitted curve at half-maximal effect; nearly all actives have a fitted effect of over 60% in size
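250 HEK 293 cells/well; compound by pintool; incubated 48 or 72 hr at 37 degree Celsius; CellTiter-Glo added, 10 min RT, luminescence imaged.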
SNCA viab count – cell viability loss counter-screen. HEK-293-SNCA-luc viability, GF-AFC fluorescence, 24 h. 0.12% of 150,000 active. Potency, µM (highest dose often 57.1 µM), for the others: top-dose activity change, negative = cytotoxicity, actives largely listed as cytotoxic;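 also: potency is read from the fitted curve at half-maximal effect; 0% = DMSO-treated cells and -100% = medium-only wells without cells; nearly all actives have a fitted effect of over 30% in size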
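HEK-293-SNCA-luc cells (1500/well) plated 24 h, then exposed 24 h to a dilution series; GF-AFC added 30 min at 37C, fluorescence 405/540 nm; normalised to medium-only and DMSO wells, Hill fit.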
IP6K1 inh – inhibitors of human IP6K1; Q92551; IP6K1 kinase, ADP-Glo luminescence, 2 h; hits give low values; activity change, % (series mostly up to about 58 µM); 0.81% of 140,000 active; in the data active = activity change below about -25%
Target sequence (Q92551 whole entry, looked up): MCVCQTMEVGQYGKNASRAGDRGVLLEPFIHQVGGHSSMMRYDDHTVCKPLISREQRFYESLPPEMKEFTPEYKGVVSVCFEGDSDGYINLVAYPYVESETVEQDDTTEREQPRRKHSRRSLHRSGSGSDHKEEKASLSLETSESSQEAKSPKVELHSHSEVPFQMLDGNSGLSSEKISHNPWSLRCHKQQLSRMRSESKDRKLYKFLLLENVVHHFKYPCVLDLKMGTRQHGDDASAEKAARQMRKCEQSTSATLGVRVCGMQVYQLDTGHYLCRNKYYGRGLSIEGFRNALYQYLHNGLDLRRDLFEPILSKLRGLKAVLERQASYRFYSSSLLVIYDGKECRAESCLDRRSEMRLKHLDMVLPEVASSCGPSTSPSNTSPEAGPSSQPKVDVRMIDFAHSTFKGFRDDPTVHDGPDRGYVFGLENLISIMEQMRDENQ
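ADP-Glo luminescence measures ADP made by human IP6K1 during a 2 h RT reaction with ATP/IP6 (mix at 1.3 mM/130 uM); top library doses 57.5 and 19.1 uM final.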
NIH3T3 tox – cytotoxic compounds in NIH 3T3 cells | Potency, µM (top dose mostly 96.7 µM), for the others: top-dose activity change, negative = cytotoxicity, actives largely listed as inhibitors | 4.3% of 94,000 active | NIH 3T3 viability, CellTiter-Glo ATP luminescence, 48-72 h; also: potency is read from the fitted curve at half-maximal effect; nearly all actives have a fitted effect of over 55% in size
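Cells were seeded at 400 per well, treated with pin-transferred compound, and kept 48 or 72 hr at 37 °C before CellTiter-Glo addition and luminescence imaging of cellular ATP.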
Luciferase inh – blocks purified firefly luciferase enzyme activity. P08659. purified P. pyralis luciferase, luminescence, biochemical. Potency, µM (titrated, usually from 115 µM), without a hit: at the top dose activity change, negative = inhibition, usual class: inhibitors. 2.5% of 76,000 active; also: potency is read from the fitted curve at half-maximal effect; nearly all actives have a fitted effect of over 65% in size
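Purified 10nM P. pyralis luciferase with 10uM D-luciferin and 10uM ATP in 50mM Tris acetate pH 7.5, 10mM Mg acetate, 0.01% Tween-20, 0.05% BSA. qHTS titration; luminescence read by CCD imager.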
GPT2 inh – blocks human glutamate pyruvate transaminase 2; Potency, µM (highest dose often 57.7 µM), inactives show top-dose activity change, negative = inhibition, hits mostly inhibitors; Recombinant GPT2, coupled pyruvate oxidase/HRP Amplex Red fluorescence; AID 1671188; 0.25% of 100,000 active; Q8TD30; also: potency is read from the fitted curve at half-maximal effect; nearly all actives have a fitted effect of over 60% in size; many of its hits are not listed in these tables
Target sequence (Q8TD30 whole entry, looked up): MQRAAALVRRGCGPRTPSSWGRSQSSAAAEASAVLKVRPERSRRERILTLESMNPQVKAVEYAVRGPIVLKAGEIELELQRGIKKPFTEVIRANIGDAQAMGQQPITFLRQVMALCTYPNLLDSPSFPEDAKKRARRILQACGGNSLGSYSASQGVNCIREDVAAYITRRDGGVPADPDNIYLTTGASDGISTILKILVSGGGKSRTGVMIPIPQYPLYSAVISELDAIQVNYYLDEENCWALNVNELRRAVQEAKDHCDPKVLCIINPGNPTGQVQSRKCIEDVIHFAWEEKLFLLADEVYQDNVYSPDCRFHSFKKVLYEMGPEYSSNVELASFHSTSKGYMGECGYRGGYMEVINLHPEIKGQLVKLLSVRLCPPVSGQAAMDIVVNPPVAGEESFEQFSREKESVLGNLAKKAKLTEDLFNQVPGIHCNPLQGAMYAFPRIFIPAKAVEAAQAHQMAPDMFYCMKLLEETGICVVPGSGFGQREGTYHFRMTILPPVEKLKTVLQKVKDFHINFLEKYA
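Fluorescence read-out: pyruvate from GPT2 turnover coupled to pyruvate oxidase, HRP and Amplex Red (0.2mM ThPP, 0.2U/mL PO and HRP, 50uM Amplex final). Substrates 250uM a-KG, 2mM L-alanine; enzyme 10ng/uL; 30 min RT.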
* = called active by the depositor; i = inactive; u = inconclusive; x = no result given; [ ] = remark or other dose. Unless noted, calls follow the shape of the dose curve; as a rule, active = well fitted curve in the direction sought with a large enough effect; inconclusive = small, poorly fitted or top-dose-only effect, or another doubt; inactive = no such curve, though single readings can be large; an effect the other way counts as inactive or inconclusive. Unless noted, % is scaled to controls: 0 for no effect and ±100 for the full control effect. The list is partial. The share of hits here may be higher or lower than overall.

1. COc1ccc(C(=O)N2CCn3c(nn(-c4ccc(F)cc4F)c3=O)C2)cc1
2. COc1ccccc1-c1cc2c(ccn2C)c(C(=O)NCc2c(C)cc(C)[nH]c2=O)n1
3. CC(=O)N1CCN(c2cc(-c3noc([C@@H]4CCCN4Cc4ccc(C(F)(F)F)cc4)n3)ccn2)CC1
4. CCC(C)NC(=O)C1COC2(CCN(C(=O)CC(C)(C)C)CC2)N1C(=O)c1cccc(C)c1 (stereo unspecified)
5. CN(C1CCc2ccccc21)[S+](=O)([O-])c1cccc(C(F)(F)F)c1 (stereo unspecified)
6. COc1c2c(c(CO)c3c1C(=O)OC3)OC1(C)CCC3(O)C(C)(C)OC(=O)CCC3(C)C1C2 (stereo unspecified)
7. O=C(O)c1ccc(NCc2nc3ccccc3n2CCOc2ccccc2Cl)cc1
8. Cc1ccc(-n2c3nc(=O)n(C)c(=O)c-3cc3c(Cl)cccc32)c(C)c1

assay / compound,1,2,3,4,5,6,7,8
SNCA expr inh,-7%,18%[87.6 µM],u,9%,-15%,x,62%[activator],8%
HEK cytotox,u,u,28µM*,i,u,x,x,x
SNCA viab count,6%,-8%[87.6 µM],-20%,2%,-2%,-10%[23.9 µM],-6%,2%
IP6K1 inh,1,7,12,2,-7,11,-2,26
NIH3T3 tox,-19%,u,-35%,3%,u,x,x,x
Luciferase inh,-2%,2%[172 µM],5%,-8%,-1%,x,x,x
GPT2 inh,i,4%[88.5 µM],-7%,3%,u,i,x,x

9. COC(=O)[C@@H]1Cc2ncn(Cc3ccc(OC)cc3)c2CN1Cc1ccc(OC)cc1
10. Cc1ccc(OCc2nc(C3CCN(C(=O)c4ccn[nH]4)CC3)no2)cc1
11. COc1cccc(NC(=O)CCC2CCN(S(=O)(=O)c3ccccc3)CC2)c1
12. Cc1ccc(O[C@H]2COCC[C@H]2NC(=O)Cc2c(F)cccc2Cl)cn1
13. CC(=O)Nc1ccc(CN2C[C@@H](F)[C@@H](OCc3nc4ccc(F)cc4[nH]3)C2)cc1
14. CCN1Cc2cc(F)ccc2N(C[C@@H](O)COCc2ccccc2)CCC1=O
15. COc1ccc(F)c(-c2nc(Cn3cnc4ccccc43)c(C)o2)c1
16. O=C(CCn1cncn1)NCc1cccnc1Oc1cccc(C(F)(F)F)c1

assay / compound,9,10,11,12,13,14,15,16
SNCA expr inh,-14%[87.6 µM],11%,12%,-18%,u,x,-13%,6%
HEK cytotox,u,u,u,-1%,-12%[172 µM],u,u,i
SNCA viab count,-20%[87.6 µM],-16%,4%,15%,5%[87.6 µM],x,-10%,6%
IP6K1 inh,17,-10,23,18,-2,19,-4,3
NIH3T3 tox,u,u,u,-16%,-2%[138 µM],-26%,u,i
Luciferase inh,1%[172 µM],0%,-13%,-5%,10%[172 µM],x,-12%,0%
GPT2 inh,-7%[88.5 µM],i,u,u,2%[88.5 µM],x,-16%,i

17. CCC(C(=O)Nc1cc(F)ccc1F)n1nc(C)c2c(C)n(-c3ccc(C)cc3)nc2c1=O (stereo unspecified)
18. O=C(NCCCN1CCN(c2cccc(Cl)c2)CC1)c1cnn(-c2ccc(F)cc2)c1-n1cccc1
19. Cc1cncc(C(=O)N2CC(CO)C3(CCNCC3)C2)c1 (stereo unspecified)
20. COc1ccc(C2CC(=O)N(CC(=O)Nc3ccc(C(C)=O)cc3)c3ccccc3S2)cc1OC (stereo unspecified)
21. CCOC(=O)C1=C(C)N=C2SC=C(CC(=O)N3CCCC3)N2C1c1cc(C)ccc1C (stereo unspecified)
22. CN1C(=O)c2cccc3c(S(=O)(=O)Nc4cccc(C(=O)O)c4)ccc1c23
23. Cc1cccnc1C(=O)N[C@@H]1CN(S(C)(=O)=O)C[C@H]1CN(C)C
24. O=C(Cc1cccs1)N1CCC(c2n[nH]c(=O)n2Cc2ccc(F)cc2)CC1

assay / compound,17,18,19,20,21,22,23,24
SNCA expr inh,u,u,-11%,24%,8%,27%,24%,-15%
HEK cytotox,x,x,i,x,u,x,i,6%
SNCA viab count,-19%,10%,-12%,-23%,-5%,-3%,-4%,-7%
IP6K1 inh,10,16,-2,-10,-8,-5,8,-4
NIH3T3 tox,x,x,i,x,-5%,x,i,-20%
Luciferase inh,x,x,2%,x,2%,x,-5%,-1%
GPT2 inh,x,x,-9%,x,0%,x,2%,u

25. CCC(Sc1ncnc2sc3c(c12)CCCC3)C(=O)OC(C)C (stereo unspecified)
26. C/C(=C\C(=O)C[C@@]12C(=O)O[C@]3(C)CC[C@H]1C[C@H]23)C(N)=O
27. CCOC(=O)Cc1ccc(NC(=O)N2CCc3c(sc4c3CCCC4)C2c2ccc(F)cc2)cc1 (stereo unspecified)
28. Cn1cc(C(=O)N2CCN(c3ccccc3)CC2)c(=O)c2cc(S(=O)(=O)N3CCCC3)ccc21
29. COCCNC(=O)C[C@@H]1c2nc(NC(=O)CC(C)(C)C)sc2C[C@@H]2[C@](C)(CO)[C@H](O)CC[C@]21C
30. C[C@@H](N)C(=O)N1CCC(n2nccc2NC(=O)c2ccc3c(c2)OCO3)CC1
31. CC(=O)N1CCCc2cc(S(=O)(=O)NCc3cccc(C)c3)ccc21
32. Cn1nc(CN2CCOCC2)c2c1CCN(S(=O)(=O)c1cccc3cccnc13)C2

assay / compound,25,26,27,28,29,30,31,32
SNCA expr inh,8%,x,-24%,16%,26%,-20%,-7%,16%
HEK cytotox,x,x,x,x,-21%,i,x,-3%
SNCA viab count,-1%,1%,-1%,32%,-1%,-5%,9%,-1%
IP6K1 inh,18,18,14,7,-2,9,-11,19
NIH3T3 tox,x,x,x,x,-10%,1%,x,-13%
Luciferase inh,x,x,x,x,-6%,13%,x,x
GPT2 inh,x,1%,x,x,i,i,x,i

33. CN1C(=O)CS(=O)(=O)C12CCN(C(=O)c1cc(F)cc(F)c1)CC2
34. O=C(Cn1nc2c(cc1=O)CCCC2)N1CCSCC1
35. O=C(NCc1ccccc1Cl)c1cc(-c2ccc(Cl)cc2Cl)c2nncn2n1
36. COc1ccc(Cl)cc1C(=O)N1CCCC(n2cc(-c3noc(C)n3)nn2)C1 (stereo unspecified)
37. COCC(=O)NC1CCCc2c1[nH]c1ccc(F)cc21 (stereo unspecified)
38. CN1[C@@H](CCC(=O)N2CCOCC2)CNC(=O)[C@@H]2[C@H]1CCN2Cc1csnn1
39. O=C(NCc1ccccc1)C1CCN(C(=O)c2ccc(-c3cccs3)cc2)CC1
40. Cc1ccc(C(=O)N2CCC3(CCCNC3=O)C2)cc1N1CCNC1=O (stereo unspecified)

assay / compound,33,34,35,36,37,38,39,40
SNCA expr inh,5%,-26%,-10%,4%,0%,0%[87.6 µM],x,-12%
HEK cytotox,i,13%,u,-7%,u,0%[172 µM],u,-6%
SNCA viab count,0%,2%,-1%[12.5 µM],0%,1%,2%[87.6 µM],x,-5%
IP6K1 inh,-1,4,24,4,2,1,-11,13
NIH3T3 tox,i,i,u,u,-23%,-6%[174 µM],u,-11%
Luciferase inh,1%,-3%,x,4%,0%,2%[172 µM],x,0%
GPT2 inh,-3%,i,i,i,u,i,x,-20%

Among those listed so far, these have a tert-butyl group.
4. CCC(C)NC(=O)C1COC2(CCN(C(=O)CC(C)(C)C)CC2)N1C(=O)c1cccc(C)c1 (stereo unspecified)
29. COCCNC(=O)C[C@@H]1c2nc(NC(=O)CC(C)(C)C)sc2C[C@@H]2[C@](C)(CO)[C@H](O)CC[C@]21C

assay / compound,4,29
SNCA expr inh,9%,26%
HEK cytotox,i,-21%
SNCA viab count,2%,-1%
IP6K1 inh,2,-2
NIH3T3 tox,3%,-10%
Luciferase inh,-8%,-6%
GPT2 inh,3%,i

(list continues)
41. O=C1c2ccccc2CN1C1CCN(Cc2ccc(F)cc2)CC1
42. O=C(N[C@H]1CCOC[C@H]1C1CCOCC1)c1ccc(CN2CCCC2)o1
43. CN1C(=O)C2(CCN(Cc3ccsc3)C2)c2ccccc21 (stereo unspecified)
44. COc1ccc(-c2cc(C(=O)NCC(C)C)c3c(C4CCCN4)nn(C)c3n2)cc1 (stereo unspecified)
45. COc1ccc(NC(=O)Cn2c(C)ccc(NS(=O)(=O)c3ccccc3)c2=O)cc1
46. N#Cc1ccc(OCC2CN(Cc3cccc(C(F)(F)F)c3)C(=O)c3c(ccnc3-c3ccc(OCC(=O)O)cc3)O2)cc1 (stereo unspecified)
47. O=C(CN1C(=O)NC(c2ccc(Cl)cc2)C2=C1COC2=O)NC1CCCC1 (stereo unspecified)
48. O=C(c1cccc(F)c1)N1CCC(Oc2ccccc2)C1 (stereo unspecified)

assay / compound,41,42,43,44,45,46,47,48
SNCA expr inh,-12%,18%,-11%[87.6 µM],11%,-14%,1%,u,-2%
HEK cytotox,0%,0%,u,u,-11%,-2%,u,u
SNCA viab count,1%,3%,2%[87.6 µM],-11%,4%,4%,2%,3%
IP6K1 inh,-18,10,6,15,10,3,1,32
NIH3T3 tox,i,-1%,u,32µM*,-14%,u,-16%,-21%
Luciferase inh,x,0%,9%[172 µM],x,-6%,-5%,-4%,6%
GPT2 inh,i,4%,4%[88.5 µM],4%,-28%,-10%,i,-10%

49. C=C1CC[C@@H]2[C@@](C)(CO[C@@H]3O[C@H](CO)[C@@H](O)[C@H](O)[C@H]3O)[C@H](O)CC[C@@]2(C)[C@@H]1CC/C(C)=C/CO[C@@H]1O[C@H](CO)[C@@H](O)[C@H](O)[C@H]1O
50. O=C(CSc1ncc2c(n1)-c1ccccc1N(Cc1ccc(Cl)cc1)S2(=O)=O)c1ccc(Cl)cc1
51. Cn1cc(C(=O)NCC2CN(Cc3ccccc3)CC23CN(c2ccccc2)C3)cn1 (stereo unspecified)
52. CCn1cc(-c2c(-c3ccccc3)ncn2CC(=O)O)cn1
53. O=C(NC1CCCC1)N1CCN(CCn2nc3n(c2=O)CCCC3)CC1
54. O=C(NCc1cccc(C(F)(F)F)c1)c1nc2sccn2c1-c1ccncc1

assay / compound,49,50,51,52,53,54
SNCA expr inh,x,26%,3%[87.6 µM],2%,x,u
HEK cytotox,x,x,u,-7%,2%,u
SNCA viab count,-7%[23.9 µM],-9%,9%[87.6 µM],6%,x,u
IP6K1 inh,5,16,-24,10,-11,1
NIH3T3 tox,x,x,-23%[138 µM],0%,-1%,u
Luciferase inh,x,x,-13%[172 µM],7%,x,x
GPT2 inh,-25%[17.1 µM],x,0%[88.5 µM],i,x,-10%

3 entries picked at random from those above, as already listed:
50. O=C(CSc1ncc2c(n1)-c1ccccc1N(Cc1ccc(Cl)cc1)S2(=O)=O)c1ccc(Cl)cc1
53. O=C(NC1CCCC1)N1CCN(CCn2nc3n(c2=O)CCCC3)CC1
51. Cn1cc(C(=O)NCC2CN(Cc3ccccc3)CC23CN(c2ccccc2)C3)cn1 (stereo unspecified)

assay / compound,50,53,51
SNCA expr inh,26%,x,3%[87.6 µM]
HEK cytotox,x,2%,u
SNCA viab count,-9%,x,9%[87.6 µM]
IP6K1 inh,16,-11,-24
NIH3T3 tox,x,-1%,-23%[138 µM]
Luciferase inh,x,x,-13%[172 µM]
GPT2 inh,x,x,0%[88.5 µM]
